# Assay outcomes as filed in PubChem.
# PI4K2A block: blocks human PI4K2A kinase activity; 420,000 tested, 0.13% active; AID 1346378; purified PI4K2A, ADP-Glo luminescence, 1 h; active compounds read low; activity change, negative = inhibition, % at 76.9 µM; in the data active means activity change below about -50%; inconclusive means mostly about -30% to -49%;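 further: -100% = wells without enzyme as full effect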
# Target sequence (Q9BTU6 whole entry, looked up): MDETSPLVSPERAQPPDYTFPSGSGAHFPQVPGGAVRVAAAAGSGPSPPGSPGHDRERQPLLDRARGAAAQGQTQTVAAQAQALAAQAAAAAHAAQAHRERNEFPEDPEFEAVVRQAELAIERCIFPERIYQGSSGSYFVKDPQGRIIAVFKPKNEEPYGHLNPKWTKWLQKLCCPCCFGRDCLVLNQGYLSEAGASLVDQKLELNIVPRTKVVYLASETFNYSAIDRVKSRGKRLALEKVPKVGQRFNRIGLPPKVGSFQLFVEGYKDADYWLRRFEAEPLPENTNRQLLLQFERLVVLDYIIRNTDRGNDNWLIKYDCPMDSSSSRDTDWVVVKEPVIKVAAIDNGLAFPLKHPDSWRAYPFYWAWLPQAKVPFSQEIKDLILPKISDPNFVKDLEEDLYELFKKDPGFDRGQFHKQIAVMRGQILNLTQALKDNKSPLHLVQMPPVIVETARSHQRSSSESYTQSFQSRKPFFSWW
#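 Compounds are screened against recombinant PI4K2A using PI as substrate and ATP, the latter dispensed at 300 microM. Reactions run one hour at ambient temperature before ADP-Glo detection; full inhibition defined by wells lacking enzyme.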
# IDH1 R132H inh: inhibitors of human mutant IDH1 R132H | Potency, µM (titrated, usually from 76.6 µM), for inactives: top-dose activity change, negative = inhibition, usual class: inhibitors | O75874 | IDH1-R132H enzyme, NADPH consumption, diaphorase/resazurin fluorescence | AID 602179 | 390,000 tested, 0.093% active; further: potency means the concentration at half of the fitted maximal effect; on the % scale 0 is the no-effect control and ±100 the full control effect; nearly all actives have a fitted effect of over 65% in size
#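 IDH1-R132H (0.5 ug/mL) preincubated 30 min with compound, then NADPH (0.016 mM) and alpha-KG (2 mM) added; 80 min at RT, pH 7.5. Remaining NADPH coupled via diaphorase/resazurin to fluorescence (540/590 nm); concentration-response curves normalized to no-enzyme control.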
# TrxR1 substrate: is turned over as a substrate by rat TrxR1 | O89049 | purified TrxR1 substrate turnover, NADPH consumption readout | 390,000 tested, 0.01% active | Potency, µM (doses to about 114 µM), for the others: top-dose activity change, negative = substrate turnover; further: potency means the concentration at half of the fitted maximal effect; on the % scale 0 is the no-effect control and ±100 the full control effect; nearly all actives have a fitted effect of over 50% in size
#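 Rat TrxR1, dispensed at 90 nM, was prereduced with 400 uM NADPH (final) for 5 min at ~22 deg C, then incubated with compound 15 min before 400 uM selenite. A first-read NADPH fluorescence drop versus no-compound background flagged substrates.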
# D2 antagonist: antagonists of human D2 dopamine receptor; P14416; HEK293 TREx D2 cells, calcium flux, dopamine EC80; inhibition, % at 10 µM; 340,000 tested, 2% active; in the data active means inhibition above about 30%; further: 0% is about no effect
# Target sequence (P14416 whole entry, looked up): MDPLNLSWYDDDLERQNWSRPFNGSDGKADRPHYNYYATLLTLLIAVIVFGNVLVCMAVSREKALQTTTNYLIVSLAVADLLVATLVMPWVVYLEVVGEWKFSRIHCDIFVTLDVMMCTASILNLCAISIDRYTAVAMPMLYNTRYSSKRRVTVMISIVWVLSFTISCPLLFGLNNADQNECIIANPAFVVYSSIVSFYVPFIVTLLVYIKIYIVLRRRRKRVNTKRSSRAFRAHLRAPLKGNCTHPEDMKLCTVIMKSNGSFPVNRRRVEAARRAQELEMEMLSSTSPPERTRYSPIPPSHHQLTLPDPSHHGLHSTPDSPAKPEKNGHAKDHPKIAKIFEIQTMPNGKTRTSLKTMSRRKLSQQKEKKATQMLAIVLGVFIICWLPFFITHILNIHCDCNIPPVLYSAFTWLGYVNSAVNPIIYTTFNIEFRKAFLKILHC
#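 Cells plated overnight at 30 C with tetracycline; no-wash calcium dye, 30–90 min RT; 10 s baseline; compound pinned; 180 s read; EC80 dopamine added; another 180 s read.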
# rTrxR1 inhibitor: inhibitors of rat thioredoxin reductase 1. O89049. recombinant rTrxR1, NADPH fluorescence consumption, selenite substrate. Potency, µM (highest dose often 114 µM), inactives show top-dose activity change, negative = inhibition, hits mostly inhibitors. 390,000 tested, 1% active. AID 588453; further: potency means the concentration at half of the fitted maximal effect; on the % scale 0 is the no-effect control and ±100 the full control effect; nearly all actives have a fitted effect of over 65% in size
#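 Rat TrxR1 (90 nM in the dispensed reagent) was pre-reduced with 400 uM NADPH for 5 min at room temperature, then incubated with compound for 15 min. After 400 uM selenite was added, NADPH fluorescence (Ex 340/Em 450 nm) was followed for 8 min.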
# TRHR agonist: agonists of human TRH receptor. activation, % at 2 µM. TRHR cells, calcium flux fluo-8, FDSS agonist mode. P34981. 360,000 tested, 0.18% active. AID 493084; in the data active means activation above about 30%; further: 0% is about no effect
#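 In this calcium-flux screen, cells bearing human TRHR are dye-loaded with fluo-8, baselined for 10 cycles, then exposed to library compounds; positive kinetic calcium responses during the agonist phase mark hits, with TRH as control.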
# D2 ag: D2 dopamine receptor (human) agonism; activation, % at 2 µM; 340,000 tested, 0.53% active; P14416; HEK293 T-REx D2 cells, calcium flux agonist mode;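 active means activation over 3 SD above normal in the single-dose calcium agonist read, cut at about 30% in these data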; further: 0% is about no effect
#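 HEK293 Trex D2 cells, tetracycline-induced, o/n 30 C 5% CO2; no-wash Ca dye, RT 30–90 min; 10-cycle baseline, 23 nl cpd added, kinetic Ca read 180 s; agonist hits = positive Ca response.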
# TRHR enhancer: allosterically enhances the human TRH receptor; P34981; TRHR cells, fluo-8 calcium fluorescence, EC20 TRH enhancement; enhancement, % at 2 µM; 360,000 tested, 0.66% active; in the data active means enhancement above about 30%; further: 0% is about no effect
#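 TRHR-expressing cells loaded with fluo-8 calcium dye were read kinetically (ex 480/em 530) during compound addition, then stimulated with an EC20 of TRH (10 nM final). Enhancement of the Gq-mediated intracellular calcium response was scored.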
# USP1 inh: blocks the human USP1/UAF1 deubiquitinase complex; O94782; recombinant USP1/UAF1, Ub-Rhodamine cleavage fluorescence; Potency, µM (doses to about 57.1 µM), for inactives: at the highest dose activity change, negative = inhibition, usual class: inhibitors; 390,000 tested, 0.23% active; further: potency means the concentration at half of the fitted maximal effect; on the % scale 0 is the no-effect control and ±100 the full control effect; nearly all actives have a fitted effect of over 60% in size; inactives centre near -12
#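 USP1/UAF1 complex (1 nM) preincubated 15 min at room temperature with compound, then Ub-Rho substrate (150 nM final) added. Kinetic fluorescence at 480/540 nm over 6 reads at 60 s intervals; 50 mM HEPES pH 7.8, 0.5 mM EDTA, 0.1 mg/ml BSA, 1 mM TCEP, 0.01% Tween-20.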
# * hit, by the source's call; ? = inconclusive; / = no result given; [ ] = dose if it differs, or a comment. Unless noted, the call rests on the fitted dose curve; in most records, active means well fitted inhibition curve with a large enough effect; inconclusive means small, poorly fitted or top-dose-only effect; inactive means no such curve, though single readings can be large or run the other way. Rows are unselected; overall some 3.9% were active at least once.
# Sample of the layout (two entries):
SMILES,TrxR1 substrate,IDH1 R132H inh,PI4K2A block,rTrxR1 inhibitor,D2 antagonist,USP1 inh,TRHR agonist,TRHR enhancer,D2 ag
CC(C)C(=O)N=C1SC2CS(=O)(=O)CC2N1Cc1ccccc1 (stereo not given),4%[57.1 µM],2%,-4,13%[57.1 µM],5,1%,0.4,5,0.2
CC(C)CC(=O)Nc1nc2ccc(S(=O)(=O)N3CCOCC3)cc2s1,-6%,1%,2,-12%,24,-14%,1.0,0,0.4

# Main list, repeating the preview:
SMILES,TrxR1 substrate,IDH1 R132H inh,PI4K2A block,rTrxR1 inhibitor,D2 antagonist,USP1 inh,TRHR agonist,TRHR enhancer,D2 ag
CC(C)C(=O)N=C1SC2CS(=O)(=O)CC2N1Cc1ccccc1 (stereo not given),4%[57.1 µM],2%,-4,13%[57.1 µM],5,1%,0.4,5,0.2
CC(C)CC(=O)Nc1nc2ccc(S(=O)(=O)N3CCOCC3)cc2s1,-6%,1%,2,-12%,24,-14%,1.0,0,0.4
COc1cccc(CNCCSc2nnnn2C)c1OCc1ccc(Cl)cc1,-2%,19%,-8,-1%,/,-28%,-0.9,-7,0.3
O=C(Cn1nc(C(F)(F)F)c2c1CCCC2)Nc1ccc(F)c(Cl)c1,-8%,-20%,0,5%,/,-19%,1.7,-14,1.1
COC(=O)c1cn(CCOc2ccccc2OC)c2ccccc12,-3%[11.4 µM],2%,-5,8%[11.4 µM],-15,-11%,-0.1,-3,-0.2
Cn1c2ccccc2c(=O)c2c(=O)n(-c3ccccc3)c(-c3ccc(C(C)(C)C)cc3)nc21,?,-20%,3,14%,3,-25%,0.7,-7,1.1
O=C(CSc1nc2ccccc2[nH]1)N1c2ccccc2Sc2ccccc21,-6%,7%,-4,-1%,-13,-20%,-1.1,-7,-2.0
O=C(NCCc1ccccc1)C1CCN(Cc2cc3ccccc3n2Cc2cccc(Cl)c2)CC1,1%[57.1 µM],-3%,3,21%[57.1 µM],/,-22%,0.5,31*,0.7
CC(C)CN1CCN(C2CCN(C(C)C)CC2)C(CCO)C1 (stereo not given),/,/,/,/,0,/,0.4,3,-0.3
COc1cc(NC(=O)CCc2nnc3ccc(N4CCCCC4)nn23)cc(OC)c1OC,-7%,6%,6,-10%,0,-14%,0.4,-5,-4.2
Cc1ccc(S(=O)(=O)NC(=O)c2cccc(N(C)C)c2)cc1,3%,30%,7,4%,/,-17%,/,/,/
CCSc1nnc(NC(=O)c2cc3c(s2)CCCC3)s1,14%,0%,1,0%,-12,-2%,-0.7,1,-0.2
CN(C)C(=O)[C@@H]1C[C@H]1[C@@H](NC(=O)OCc1ccccc1)c1ccccc1,9%[57.1 µM],-5%,3,18%[57.1 µM],11,16%,0.3,1,0.6
O=C(CSc1nnc(-c2ccc(F)cc2)o1)Nc1ccc(S(=O)(=O)N2CCCCCC2)cc1,8%,-2%,2,32%,4,-12%,0.4,5,1.8
Cc1c(N(C)S(=O)(=O)c2cc(C(=O)N3CCCC3)ccc2Cl)c(=O)n(-c2ccccc2)n1C,-4%,4%,1,-14%,-20,-2%,-1.1,-2,0.4
CC1CC(C)CN(C(=O)Nc2ccc(Br)cc2)C1 (stereo not given),2%,11%,0,20%,0,-25%,0.3,6,0.1
CC(C)C(=O)Nc1c(-c2ccccc2F)c(=O)c2ccccc2n1C,?,0%,-2,?,-12,-21%,-2.4,9,-1.7
CCC(=O)N1CCc2cc(S(=O)(=O)CCC(=O)Nc3c(C)n(C)n(-c4ccccc4)c3=O)ccc21,-2%[57.1 µM],-3%,1,-1%[57.1 µM],/,-8%,/,/,/
N#Cc1nc(-c2cccs2)oc1NCc1ccccc1Cl,94%[activator][57.1 µM],3%,-1,202%,/,-4%,/,/,/
Cc1cc(NC(=O)C2CC(=O)N(c3ccc(F)cc3)C2)no1 (stereo not given),0%,6%,1,13%,6,-19%,0.5,5,1.8
Cc1ccc(CN2CCNC(=O)C2CC(=O)NCc2csc(C(C)C)n2)cc1 (stereo not given),1%,-6%,-1,-8%,-16,-2%,-0.5,1,1.1
Cn1nc(C(=O)Nc2cccnc2)c2ccccc2c1=O,2%,5%,-7,1%,-1,-1%,-0.2,-4,0.4
Cc1ccc(C)c(-c2cc(C(=O)Nc3cccnc3)c3ccccc3n2)c1,-3%,9%,-2,6%,-8,-15%,0.0,-8,0.9
Cn1c2ccccc2c2cnn(CC(=O)Nc3ccccc3C(F)(F)F)c(=O)c21,-8%,-15%,-3,-15%,/,-25%,0.7,3,0.1
CCc1ccc(N(CC)C(=O)c2cn(C)c(=O)c3cc(OC)c(OC)cc23)cc1,-6%,7%,2,-10%,/,-19%,-0.4,6,-0.9
CC(=O)C1=C(O)C(=O)N(CCC(=O)O)C1c1ccccc1Cl (stereo not given),-4%,2%,1,-5%,1,-9%,-0.4,12,0.4
COc1ccc2nc3cc(Cl)ccc3c(Nc3cc(C(C)C)c(O)cc3C)c2c1,0%[57.1 µM],16%,3,-3%[57.1 µM],31*,-20%,-0.5,-13,-0.6
CCC(=O)Nc1sc2c(c1C(=O)OC)CCN(Cc1ccccc1)C2,6%[57.1 µM],6%,-1,6%[57.1 µM],8,-9%,2.7,-2,0.7
CCC(CC)C(=O)NC1CC(=O)N(c2ccc3c(c2)OCCO3)C1 (stereo not given),3%[57.1 µM],-4%,-5,8%[57.1 µM],/,-11%,-0.5,2,0.4
COc1ccc(/C=C2\SC(=O)N(CC(=O)NC3CCS(=O)(=O)C3)C2=O)cc1 (stereo not given),-7%,12%,-4,6%,/,-4%,0.0,0,/

# The results go on.
SMILES,TrxR1 substrate,IDH1 R132H inh,PI4K2A block,rTrxR1 inhibitor,D2 antagonist,USP1 inh,TRHR agonist,TRHR enhancer,D2 ag
O=C(COc1ccccc1)Nc1ccccc1N1CCCCC1,-5%,5%,3,2%,7,-24%,0.7,1,0.2
O=C(Nc1cc([N+](=O)[O-])ccc1O)NC1CCS(=O)(=O)C1 (stereo not given),-14%,-8%,-2,-14%,-7,-15%,0.4,20,0.0
COc1ccc(-c2csc3ncnc(Oc4ccc5c(C)cc(=O)oc5c4)c23)cc1,-1%,3%,-1,3%,2,-13%,-0.1,5,-0.6
COc1ccc2[nH]c3c(c2c1)CCN1C(=O)C(CC(=O)NCCC2=CCCCC2)C[C@H](C(=O)N2CCOCC2)[C@@]31C (stereo not given in full),-4%,20%,-2,-12%,/,-26%,/,/,/
COc1ccc(C2=C(C)C(=O)N(Cc3ccc(C(=O)NCc4cccc(C)c4)cc3)S2(=O)=O)cc1,198%[activator][57.1 µM],/,-2,82%[activator][57.1 µM],/,-13%,-0.6,5,-0.2
COc1ccc(C(=O)N2CCN(c3ccccn3)CC2)cc1,7%,3%,1,5%,-1,-11%,0.6,-7,-0.6
CSc1nc(N)c(NC(=O)c2ccc(Br)o2)c(=O)[nH]1,0%,2%,5,8%,15,-13%,0.3,-2,0.0
Cc1ccc(S(=O)(=O)N2CCC(C(=O)N[C@@H](C)C(=O)NC3CCS(=O)(=O)C3)CC2)cc1 (stereo not given in full),/,/,/,/,10,/,0.1,3,-0.2
CCN1CCN(C(=O)CN(c2ccccc2C)S(C)(=O)=O)CC1,-4%[57.1 µM],8%,-1,2%[57.1 µM],-3,-15%,0.7,3,1.4
COC(=O)c1ccccc1NC(=O)c1ccc2nccnc2c1,1%[57.1 µM],1%,-1,18%[57.1 µM],8,-16%,0.0,13,-1.6
CCOc1ccc(C(=O)Nc2ccc3c(c2)CCCN3S(=O)(=O)c2ccc(C)cc2)cc1,2%[57.1 µM],-1%,-2,13%[57.1 µM],/,-16%,-0.2,-1,1.2
CCn1c(=O)c(C(=O)Nc2ccsc2C(=O)OC)c(O)c2ccccc21,/,/,/,/,-1,/,-0.5,-5,-1.2
CC(C)(C)C(Cn1ccnc1)NC(=O)c1ccc2nc(C3CC3)oc2c1 (stereo not given),-1%,4%,3,-5%,0,-17%,1.4,13,-0.8
COCCNC(=S)NNC(=O)c1ccco1,4%[57.1 µM],-1%,0,13%[57.1 µM],-4,-5%,0.0,-2,-0.8
Cc1c(Cl)cccc1NC(=O)CS(=O)(=O)c1ccccc1,-2%,-3%,2,7%,5,-15%,0.0,-8,-0.1
COc1ccccc1C(=O)NCCC(=O)NCC(c1ccco1)N1CCCCC1 (stereo not given),-14%,9%,7,-14%,20,3%,0.1,-6,1.2
CCSc1nc2sccc2c(=O)n1-c1ccccc1,-18%,-5%,1,-28%,5,-21%,-0.4,5,0.6
CN(CC1COc2ccccc2O1)C(=O)CSc1ncnc2sccc12 (stereo not given),4%,11%,6,11%,5,-15%,0.6,-4,0.1
Cc1ccc(COC(=O)c2cc(S(=O)(=O)N3CCOCC3)ccc2C)cc1,2%,-1%,-3,19%,10,-17%,1.0,-10,0.0
CCCn1nc(NC(=O)c2cccs2)c2cc3ccc(C)cc3nc21,32%,-12%,-1,6%,18,-18%,0.4,-2,0.8
O=C(CSc1nc2ccccc2c(=O)n1Cc1ccccc1)NCc1ccco1,6%,3%,7,23%,1,-9%,-1.5,5,0.5
CCOC(=O)N1CCN(C(=O)COc2ccc(S(=O)(=O)NCc3ccccc3)cc2)CC1,1%,-3%,5,13%,26,-6%,-0.5,1,-0.5
CCOC(=O)C1CCCN(C(=O)c2cc3cc(F)ccc3[nH]2)C1 (stereo not given),-14%,15%,7,-15%,-7,-16%,-1.2,-4,0.6
Cc1ccc(-c2nnn(CC(=O)N3CCCCC3)n2)o1,-1%,-9%,0,10%,12,-2%,0.4,-1,-5.5
C/C(=N\NC(=O)NC1CCCCC1)c1ccc(Cl)s1,11%,-3%,10,22%,-3,-16%,0.1,10,5.6
